Screening data (PubChem)
MBD2 DNA inh = blocks human MBD2 binding to methylated DNA | inhibition, % at 4.4 µM | Q9UBB5 | TR-FRET, MBD2 binding to methylated oligonucleotide | 370,000 compounds, 0.31% hits; in the data active = inhibition above about 13%
ABHD4 inh = inhibitors of mouse ABHD4. AID 720543. inhibition, % at 8.92 µM. purified mABHD4, FP-Rh probe fluorescence polarization. Q8VD66. 370,000 compounds, 0.54% hits;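 active = inhibition exceeding the mean over every tested compound plus 3 SD, cut at about 30% in these data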;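 note: 0% = plate median of compound wells and 100% = S159A mutant with DMSO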
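Assay system: mouse ABHD4 enzyme, wild type / Also added: fluorescent activity-based probe FP-Rh / Doses: single nominal dose of 8.92 µM, 0.89% DMSO final / Timing: 45 min compound pre-incubation plus 60 min probe step, 25 °C / Signal: FP readout, ex 525 nm / em 598 nm / Control set: S159A mutant/DMSO as 100%, compound-well median as 0%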
HTRA1 inhibitor = blocks human HTRA1 serine peptidase | inhibition, % at 5.96 µM | 340,000 compounds, 0.5% hits | Q92743 | recombinant HTRA1, FP-rhodamine activity-based probe, fluorescence polarization; in the data active = inhibition above about 36%;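 note: 0% = enzyme with DMSO and 100% = wells lacking enzyme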
LEDGF integ inh = blocks HIV-1 LEDGF/p75-dependent DNA integration | TR-FRET IN-LEDGF/p75 DNA integration, Eu/Cy5 | inhibition, % at 3.7 µM | 370,000 compounds, 0.64% hits;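 active = inhibition above the screen-wide mean plus 3 SD, cut at about 13% in these data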;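 note: signal is the Cy5 over europium emission ratio at 671 and 618 nm; 0% = plate median of compound wells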
rCAG binder = r(CAG) repeat RNA binding; TO-PRO-1 dye displacement fluorescence; inhibition, % at 3 µM; 370,000 compounds, 1.3% hits; AID 651821;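 active = inhibition above the plate cutoff, the mean of all test compounds on that plate plus 3 SD, cut at about 35% in these data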;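 note: 0% = DMSO alone and 100% = 100 µM mitoxantrone as full dye displacement; higher means more dye released from RNA so lower well fluorescence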
TCR-CD3 inh = blocks the human TCR-CD3 interaction. TAMRA-labeled TCR probe fluorescence, biochemical. inhibition, % at 9.4 µM. 360,000 compounds, 0.37% hits. AID 651800; in the data active = inhibition above about 19%;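 note: recombinant mutant TCR 2C K166C tagged with TAMRA read by polarization; 0% = receptor in buffer alone and 100% = receptor with positive control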
SIAE inh = inhibitors of human sialic acid acetylesterase SIAE; SIAE FP-Rh probe binding, fluorescence polarization; inhibition, % at 9.66 µM; 370,000 compounds, 0.69% hits; AID 1053197;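 active = inhibition above a cutoff: mean of compounds within the control limits plus 3 SD of those, cut at about 17% in these data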;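 note: 0% = plate median of compound wells and 100% = probe without SIAE protein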
Target sequence (Q9HAT2 whole entry, looked up): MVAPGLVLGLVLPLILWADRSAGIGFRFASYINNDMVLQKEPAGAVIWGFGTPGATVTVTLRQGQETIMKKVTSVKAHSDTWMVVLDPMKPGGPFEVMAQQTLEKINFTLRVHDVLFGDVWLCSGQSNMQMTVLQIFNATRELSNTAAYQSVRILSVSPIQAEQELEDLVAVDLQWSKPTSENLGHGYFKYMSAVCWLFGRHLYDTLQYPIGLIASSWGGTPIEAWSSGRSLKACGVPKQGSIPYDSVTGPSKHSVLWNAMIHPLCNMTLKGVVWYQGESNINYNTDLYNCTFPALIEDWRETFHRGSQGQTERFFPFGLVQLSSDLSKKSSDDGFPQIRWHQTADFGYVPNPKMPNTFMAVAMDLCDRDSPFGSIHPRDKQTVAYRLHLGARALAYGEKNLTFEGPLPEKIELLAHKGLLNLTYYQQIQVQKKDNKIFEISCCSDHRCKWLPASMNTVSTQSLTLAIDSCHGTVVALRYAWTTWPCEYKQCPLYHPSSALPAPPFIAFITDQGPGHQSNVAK
NPR2 activator = GC-B (human) receptor activation | activation, % at 10 µM | HEK293-GC-B cells, CNP EC30, cGMP TR-FRET; 0% at EC30 CNP, 100% saturating CNP | 370,000 compounds, 0.11% hits | P20594;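 active = activation at 10 µM reaching about 35% in either raw or pattern-adjusted values, limit read from the data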
PRMT1 inh = PRMT1 (human) inhibition, primary screen; Q99873; recombinant PRMT1, activity-based probe fluorescence polarization; inhibition, % at 2.79 µM; 370,000 compounds, 1.3% hits;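 active = inhibition above about 21% made by adding two undisclosed values, limit read from the data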
TDP2 absorb = TDP2 (human) inhibition, absorbance primary screen; O95551; recombinant TDP2, T5PNP hydrolysis, p-nitrophenol absorbance 415 nm; inhibition, % at 12.8 µM; 370,000 compounds, 0.34% hits; AID 720702;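 active = inhibition above the mean of all tested compounds plus 3 SD, set per campaign, cut at about 25% in these data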;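 note: 0% = DMSO with enzyme and 100% = buffer with substrate but no TDP2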
Target sequence (O95551 whole entry, looked up): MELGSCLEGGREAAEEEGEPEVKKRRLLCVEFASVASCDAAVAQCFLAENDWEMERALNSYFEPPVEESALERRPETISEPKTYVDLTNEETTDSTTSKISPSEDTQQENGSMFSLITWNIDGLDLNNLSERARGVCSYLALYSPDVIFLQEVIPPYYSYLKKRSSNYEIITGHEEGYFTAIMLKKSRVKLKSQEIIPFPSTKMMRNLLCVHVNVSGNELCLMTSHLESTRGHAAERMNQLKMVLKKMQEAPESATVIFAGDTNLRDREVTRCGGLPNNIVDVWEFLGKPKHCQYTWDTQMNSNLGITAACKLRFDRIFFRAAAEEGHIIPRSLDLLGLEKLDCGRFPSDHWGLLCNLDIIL
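System – recombinant human TDP2 · Quantity – TDP2 enzyme at 120 nM final · Doses – single concentration, 12.8 µM nominal, with 1% DMSO · Incubation – 2 h at 37 °C · Measured by – epi absorbance of p-nitrophenol freed from T5PNP by hydrolysis · Read-out – % inhibition relative to enzyme-containing and enzyme-free wells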
Starred values were filed as active, the others as inactive; · = not tested or not shown.

Assay codes – A = MBD2 DNA inh; B = ABHD4 inh; C = HTRA1 inhibitor; D = LEDGF integ inh; E = rCAG binder; F = TCR-CD3 inh; G = SIAE inh; H = NPR2 activator; I = PRMT1 inh; J = TDP2 absorb
O=C(c1cccc(S(=O)(=O)N2CCOCC2)c1)N(Cc1ccco1)Cc1cccs1
  A: 1; B: 1; C: -2; D: -3; E: 3; F: 2; G: -1; H: -3; I: -2; J: 0
O=C(NCCN1CCOCC1)c1ccc(Cl)c(S(=O)(=O)N2CCCCC2)c1
  A: 1; B: 4; C: 1; D: -4; E: -6; F: -7; G: -3; H: 3; I: 3; J: -11
CCCCn1c(SCC(=O)NCc2ccco2)nc2ccc(N3CCOCC3)cc2c1=O
  A: -5; B: 13; C: 7; D: 5; E: 13; F: 13; G: 15; H: -5; I: 7; J: -6
COc1ccccc1N1CCN(C(=O)COc2cc(C)cc(C)c2)CC1
  A: 10; B: 4; C: -2; D: 1; E: -9; F: 0; G: 0; H: -8; I: 5; J: 8
O=C(CSc1nnc(-c2ccco2)n1-c1ccccc1)N1CCOCC1
  A: -4; B: -6; C: 2; D: 9; E: 0; F: -5; G: 6; H: 0; I: 5; J: -14
CC1C(=O)N2CCCc3cc(NS(=O)(=O)c4ccc([N+](=O)[O-])cc4)cc1c32 (stereo unspecified)
  A: 0; B: 3; C: -3; D: -5; E: 5; F: 2; G: 1; H: 0; I: 8; J: 8
COc1cc(OC)cc(-c2cc(N)n(S(=O)(=O)Cc3ccccc3)n2)c1
  A: -3; B: -7; C: -9; D: -2; E: 1; F: 0; G: 4; H: -6; I: 4; J: -6
CCN(CC)C(=O)CSc1nc2cc3c(cc2c(=O)n1CCCCCC(=O)NCc1ccc(OC)cc1)OCO3
  A: -2; B: -3; C: -4; D: -2; E: -6; F: 6; G: -4; H: -4; I: -2; J: 15
COc1ccc(-c2cc(NC(=O)Cc3c[nH]c4ccccc34)ccc2Nc2cccnc2)c(OC)c1
  A: 2; B: 10; C: ·; D: -3; E: 15; F: 1; G: 14; H: -4; I: 3; J: -2
Nc1nnc(SCC(=O)Nc2cccc(Cl)c2)s1
  A: 6; B: 0; C: 3; D: 0; E: 0; F: -6; G: 2; H: 2; I: 3; J: -2
COCc1cc(C)nc(SCc2nc3ccccc3c(=O)[nH]2)c1C#N
  A: 7; B: 4; C: 4; D: 0; E: -1; F: -7; G: 4; H: 2; I: 0; J: 3
C=CCSc1nc(=O)n2ccccc2n1
  A: 0; B: 2; C: 1; D: 2; E: -1; F: 1; G: -10; H: 0; I: 0; J: 2
O=C(O)CC[C@@H](C(=O)O)N1C(=O)c2ccccc2C1=O
  A: 0; B: 4; C: 10; D: 2; E: 2; F: 3; G: -9; H: 6; I: 7; J: 0
COc1cccc(CN2CC(C(=O)N3CCCCCC3)CCC2=O)c1 (stereo unspecified)
  A: -3; B: 1; C: 5; D: 0; E: -4; F: -10; G: 9; H: 1; I: 1; J: 14
CC1(C(=O)OCC(=O)NC(=O)c2ccccc2)CC1(Cl)Cl (stereo unspecified)
  A: -2; B: -3; C: -4; D: 0; E: -2; F: 8; G: -1; H: 0; I: -4; J: -12
CCOc1ccc(C(=O)N(C)C2CCS(=O)(=O)C2)cc1 (stereo unspecified)
  A: 4; B: 0; C: -1; D: 1; E: -3; F: 0; G: 1; H: 1; I: -4; J: 12
CCOC(=O)C1=C(C)NC(=S)N(C(C)=O)C1c1ccccc1 (stereo unspecified)
  A: -1; B: 4; C: -7; D: 4; E: -3; F: -3; G: -4; H: 1; I: -1; J: -5
COC(=O)c1ccc(NC(=O)CSc2nnc(CNc3ccc(OC)cc3)n2C)cc1
  A: -1; B: -2; C: 3; D: 2; E: 7; F: -3; G: 0; H: -7; I: 3; J: -14
CC1(C)CC2CC(C)(CN2CC(O)COc2ccccc2)C1 (stereo unspecified)
  A: 3; B: 1; C: -3; D: 1; E: 1; F: 3; G: -4; H: 2; I: -3; J: -3
COc1ccc(CN2CCN(C(=O)c3ccco3)CC2)cc1OCc1ccccc1
  A: 3; B: 4; C: 1; D: 2; E: -6; F: 0; G: 3; H: 4; I: 1; J: 5
O=C1CC(c2ccco2)=Nc2ccccc2N1
  A: -1; B: 2; C: 4; D: -2; E: 1; F: 3; G: 0; H: 4; I: -1; J: 5
CC(Sc1ccc2c(c1)OCCO2)C(=O)Nc1ccc(N2CCOCC2)cc1 (stereo unspecified)
  A: -5; B: -6; C: 7; D: 3; E: -2; F: -1; G: 8; H: -3; I: 13; J: -4
CCN(CC)c1nc(N2CCOCC2)c(C#N)c2c1CN(C)CC2
  A: 3; B: -5; C: -8; D: 5; E: 1; F: 3; G: -5; H: 9; I: -2; J: 5
COC(=O)c1cc(C)nc(Nc2nc(C(N)Cc3ccc(Cl)cc3)cs2)n1 (stereo unspecified)
  A: 5; B: 0; C: ·; D: -6; E: 26; F: -3; G: -4; H: -10; I: 5; J: -13
O=C(COc1coc(CN2CCc3ccccc3C2)cc1=O)Nc1ccc(Cl)cc1
  A: 5; B: 0; C: -1; D: 5; E: 4; F: -2; G: -6; H: -2; I: -1; J: -14
O=C(CCC(=O)c1cccs1)NCc1ccc(F)cc1
  A: -3; B: 7; C: 4; D: 3; E: 2; F: 4; G: -4; H: 3; I: -1; J: 6
CCOC(=O)N1CCN(C(=O)CN(c2cc(Cl)ccc2OC)S(=O)(=O)c2ccccc2)CC1
  A: 3; B: 1; C: -4; D: -2; E: -6; F: 3; G: -5; H: -3; I: -2; J: 0
NS(=O)(=O)c1ccc(Nc2nc(-c3ccc(O)cc3O)cs2)cc1
  A: -1; B: 7; C: -1; D: -3; E: 10; F: 3; G: 6; H: -3; I: 3; J: 6
COCc1nnc(NC(=O)c2cccc(NC(=O)c3ccccc3)c2)s1
  A: 3; B: -7; C: -13; D: -2; E: 5; F: 1; G: -6; H: 0; I: 4; J: 9
CN1CCN(c2ccc(S(=O)(=O)N3CCOCC3)cc2)CC1
  A: 6; B: 1; C: 5; D: 0; E: -3; F: 7; G: 2; H: 3; I: 4; J: 8

In the list so far, these have a cyano group:
Assay codes – A = MBD2 DNA inh; B = ABHD4 inh; C = HTRA1 inhibitor; D = LEDGF integ inh; E = rCAG binder; F = TCR-CD3 inh; G = SIAE inh; H = NPR2 activator; I = PRMT1 inh; J = TDP2 absorb
COCc1cc(C)nc(SCc2nc3ccccc3c(=O)[nH]2)c1C#N
  A: 7; B: 4; C: 4; D: 0; E: -1; F: -7; G: 4; H: 2; I: 0; J: 3
CCN(CC)c1nc(N2CCOCC2)c(C#N)c2c1CN(C)CC2
  A: 3; B: -5; C: -8; D: 5; E: 1; F: 3; G: -5; H: 9; I: -2; J: 5

The results go on.
Assay codes – A = MBD2 DNA inh; B = ABHD4 inh; C = HTRA1 inhibitor; D = LEDGF integ inh; E = rCAG binder; F = TCR-CD3 inh; G = SIAE inh; H = NPR2 activator; I = PRMT1 inh; J = TDP2 absorb
COc1ccccc1/C=C/C=N/n1c(-c2ccc(F)cc2)n[nH]c1=S
  A: 1; B: -3; C: ·; D: -5; E: 16; F: -11; G: -4; H: -2; I: 12; J: -6
C=CCN(CC=C)Cc1cc(=O)oc2cc(C)c(C)cc12
  A: -1; B: -5; C: ·; D: -2; E: 5; F: 1; G: -1; H: -1; I: 0; J: 0
CC(=O)c1ccc(NC(=S)NCCc2ccc(S(N)(=O)=O)cc2)cc1
  A: 2; B: -3; C: 9; D: 1; E: 3; F: 2; G: 7; H: 1; I: -2; J: 6
O=C(O)c1sccc1SCc1ccc(Cl)c(Cl)c1
  A: 2; B: -5; C: -11; D: 3; E: 11; F: 2; G: -2; H: -4; I: -3; J: 1
O=C(COc1ccc(S(=O)(=O)Nc2ccccc2)cc1)NCc1ccccn1
  A: -8; B: -3; C: -3; D: -3; E: -5; F: 2; G: 1; H: -6; I: -2; J: 7
Cc1ccc2c(C)nc(N/C(N)=N/S(=O)(=O)c3ccccc3)nc2c1
  A: -3; B: 5; C: 5; D: 0; E: 15; F: -3; G: -21; H: -1; I: -1; J: -5
NC(=O)C1CCN(C(=O)c2ccc([N+](=O)[O-])cc2NC(=O)c2cccs2)CC1
  A: -1; B: 8; C: -2; D: -1; E: 4; F: -10; G: 0; H: -1; I: -2; J: -14
CCN(C(=O)CSc1nc2ccc(Cl)cc2[nH]1)C1CCS(=O)(=O)C1 (stereo unspecified)
  A: -2; B: 3; C: -2; D: -2; E: 7; F: 5; G: -1; H: 0; I: -1; J: 4
O=C(NC1CCCCC1)C1CCN(c2ncccn2)CC1
  A: 2; B: 1; C: 0; D: 0; E: 0; F: 4; G: -6; H: -2; I: -1; J: -11
COc1ccc(NC(=O)C(=O)Nc2cccc3cccnc23)c(OC)c1
  A: -4; B: -2; C: 1; D: 0; E: 0; F: 2; G: -4; H: -3; I: 1; J: -5
COc1ccc(Cl)cc1S(=O)(=O)NCCCn1ccnc1
  A: 8; B: 2; C: 7; D: 1; E: 0; F: 5; G: 0; H: 1; I: 3; J: 9
Cc1cc(Cl)ccc1NC(=O)COC(=O)c1cc([N+](=O)[O-])ccc1N1CCOCC1
  A: -5; B: -6; C: -7; D: 1; E: 2; F: 11; G: 5; H: 6; I: -5; J: 18
CCN(CC)C(=O)CSc1nc2cc3c(cc2c(=O)n1Cc1ccco1)OCO3
  A: -2; B: 2; C: 4; D: -2; E: -5; F: 3; G: -8; H: -7; I: 2; J: 12
Oc1cccc2ccc(/C=C/c3cccs3)nc12
  A: -1; B: -5; C: -1; D: 4; E: 8; F: 8; G: 6; H: 3; I: 1; J: -6
COc1ccc(NC(=O)C(CCS(C)(=O)=O)N2C(=O)c3ccccc3C2=O)cc1 (stereo unspecified)
  A: 3; B: 3; C: 2; D: 0; E: 0; F: 3; G: 9; H: 0; I: 0; J: 11
CCOc1ccccc1NC(=O)c1cc(-c2ccccn2)nc2ccccc12
  A: -1; B: 11; C: -5; D: -5; E: 2; F: -7; G: -2; H: 2; I: 5; J: -11
Cc1cn([C@H]2C[C@H](O)[C@@H](CNS(=O)(=O)N3CCCC3)O2)c(=O)[nH]c1=O
  A: -6; B: -3; C: 5; D: 1; E: 0; F: 6; G: 0; H: -6; I: -2; J: 11
COc1ccccc1-n1nnnc1SCC(=O)N1CCCC1=O
  A: 1; B: 8; C: 6; D: -2; E: -2; F: 1; G: 2; H: -4; I: 1; J: 2

Only part of the results is shown. The share of hits here may be higher or lower than overall.
